Source: PubChem BioAssay
CDK5 inh – blocks human CDK5/p35 kinase activity; Recombinant CDK5/p35, ADP-Glo luminescence, 60 min; 330,000 tested, 0.01% active; inhibition, % at 10 µM;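 active = highest replicate inhibition of at least 50% and at least 75% of replicates reaching 50%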;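 note: plate controls were DMSO neutral control for no effect and GW8510 at 10 µM for full effect; many of its hits are not listed in these tables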
Mot1-301 SUMO – inhibitors of SUMOylation pathway: yeast Mot1-301 growth rescue. S. cerevisiae Mot1-301 growth rescue, ATP luminescence, 38.5C; percent above DMSO median, 100 means doubled. growth rescue, % at 18.8 µM. 320,000 tested, 1% active;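 active = every valid replicate shows activation above 250% relative to neutral control wells; inactive = the rest, any valid replicate at or below 250%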;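 note: OY570 slx delta 5 strain wells were the positive control but not used for scaling; some compounds called inactive have numbers as strong as hits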
PfHsp90 yeast 2 – growth inhibition of yeast expressing Plasmodium Hsp90. S. cerevisiae expressing PfHsp90, BacTiter-Glo ATP, 48 h; yeast lacking PDR1 and PDR3 efflux regulators. inhibition, % at 9.4 µM. 310,000 tested, 0.32% active;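 active = every replicate shows inhibition above about 80%, whatever the replicate mean, limit read from the data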;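 note: 0% = DMSO neutral controls and 100% = 20 µM radicicol positive controls; yeast relying on Plasmodium falciparum Hsp90 in place of its own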
Rtt109 Vps75 – inhibitors of Candida albicans Rtt109/Vps75 histone acetyltransferase; 330,000 tested, 0.16% active; purified Rtt109/Vps75, ThioGlo CoA-SH fluorescence, 4 h; Q5AAJ8; inhibition, % at 34.9 µM; AID 540336;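 active = inhibition of at least 50% in every replicate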
Keap1 Nrf2 FP – inhibitors of human Keap1-Nrf2 protein-protein interaction; Q14145; Keap1 Kelch-Nrf2 peptide fluorescence polarization, 1536-well; inhibition, % at 9.4 µM; 340,000 tested, 0.15% active; AID 504523; in the data active = inhibition above about 12%;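 note: human Keap1 Kelch domain with fluorescein labeled Nrf2 9mer peptide probe; 0% = neutral control wells and 100% = peptide positive control; higher means more block of Keap1 binding to Nrf2 peptide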
Target sequence (Q14145 whole entry, looked up, the tested form may be a part): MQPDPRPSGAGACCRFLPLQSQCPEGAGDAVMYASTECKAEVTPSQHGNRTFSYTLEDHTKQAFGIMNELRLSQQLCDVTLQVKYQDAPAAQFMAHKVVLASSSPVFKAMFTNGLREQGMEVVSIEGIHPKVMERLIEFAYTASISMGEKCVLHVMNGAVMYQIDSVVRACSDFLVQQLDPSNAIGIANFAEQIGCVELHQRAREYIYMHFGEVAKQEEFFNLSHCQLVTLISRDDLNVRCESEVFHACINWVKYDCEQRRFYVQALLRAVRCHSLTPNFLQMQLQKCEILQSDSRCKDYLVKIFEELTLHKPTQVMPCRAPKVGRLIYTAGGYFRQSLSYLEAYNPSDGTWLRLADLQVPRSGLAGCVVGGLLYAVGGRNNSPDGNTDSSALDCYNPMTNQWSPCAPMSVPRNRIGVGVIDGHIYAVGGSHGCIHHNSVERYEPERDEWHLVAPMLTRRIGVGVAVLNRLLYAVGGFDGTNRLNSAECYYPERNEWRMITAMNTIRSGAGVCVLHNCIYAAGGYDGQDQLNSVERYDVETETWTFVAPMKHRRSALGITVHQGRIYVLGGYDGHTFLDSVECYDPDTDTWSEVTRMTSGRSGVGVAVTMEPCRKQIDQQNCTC
NSD2 HMT inh – blocks human histone methyltransferase NSD2 | NSD2 peptide methylation, AlphaScreen, 120 min | inhibition, % at 12.5 µM | 310,000 tested, 0.54% active | AID 743445; in the data active = inhibition above about 50%
C-LANA FP – inhibitors of KSHV LANA C-terminal domain DNA binding; MBP-C-LANA/FAM-LBS DNA binding, fluorescence polarization; inhibition, % at 9 µM; 340,000 tested, 0.078% active; AID 504423;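 active = highest replicate inhibition at or above 60% at 9 µM, even if other replicates fall short; inactive = all replicates below 60% inhibition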;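 note: 0% = neutral control wells and 100% = 4 µM acridine orange control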
PvdQ inh – blocks Pseudomonas aeruginosa PvdQ acylase activity; 340,000 tested, 0.063% active; inhibition, % at 10 µM; purified PvdQ acylase, fluorescence plate reader; in the data active = inhibition above about 30%, passing the limit was not always enough;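 note: 0% = vehicle neutral wells and 100% = reference inhibitor wells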
RTF Ca sens inh – cardiac RTF calcium desensitization | P19429+P45379 | IANBD-labeled cardiac RTF, Ca2+ fluorescence | inhibition, % at 7.15 µM | 340,000 tested, 0.12% active;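 active = inhibition above the mean inhibition of all tested compounds plus 3 SD, cut at about 17% in these data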;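 note: assay run at fixed EC70 calcium of 1.6 mM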
cardiac RTF act – increases calcium sensitivity of human cardiac regulated thin filaments; IANBD-labeled TnC RTF fluorescence at EC20 calcium; 0% EC20 calcium, 100% full calcium; P19429+P45379; 340,000 tested, 0.24% active; activation, % at 7.2 µM;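 active = activation above the mean over all tested compounds plus 3 SD, cut at about 30% in these data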;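 note: rise in fluorescence read as greater calcium sensitivity of cardiac thin filaments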
dFosB activator – mouse delta FosB homodimer activation | P13346 | purified delta FosB, TAMRA-CDK5 oligo fluorescence polarization; percent of positive-control signal above neutral wells | activation, % at 25 µM | 340,000 tested, 0.99% active;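 active = mean activation above about 17%, with every replicate also reaching it, limit read from the data, passing the limit was not always enough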;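 note: fluorescence polarization rise as delta FosB binds a TAMRA Cdk5 AP-1 oligo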
Target sequence (P13346 whole entry, looked up): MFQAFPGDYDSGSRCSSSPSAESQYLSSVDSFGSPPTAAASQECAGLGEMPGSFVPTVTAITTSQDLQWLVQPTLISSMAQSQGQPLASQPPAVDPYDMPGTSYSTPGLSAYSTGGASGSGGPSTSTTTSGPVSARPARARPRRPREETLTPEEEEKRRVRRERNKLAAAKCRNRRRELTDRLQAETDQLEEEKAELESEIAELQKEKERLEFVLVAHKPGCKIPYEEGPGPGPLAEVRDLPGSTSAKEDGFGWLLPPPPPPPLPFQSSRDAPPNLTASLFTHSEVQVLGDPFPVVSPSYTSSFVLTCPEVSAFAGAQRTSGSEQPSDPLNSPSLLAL
An asterisk follows results filed as active. Some of the compounds tested; rates above refer to the full screens.

C=C1C(=O)[C@@]23C[C@H]4[C@@H]5[C@@]6(C)CCC[C@@]57[C@@H]2[C@@H](O)[C@@H]1C[C@H]3[C@H]7N4C6 was read as CDK5 inh -1.0, Mot1-301 SUMO -1, PfHsp90 yeast 2 -9, Rtt109 Vps75 -1, Keap1 Nrf2 FP -22, C-LANA FP 2.4, PvdQ inh -3, RTF Ca sens inh -4, cardiac RTF act 2 and dFosB activator 7.
For CCc1c(C)nc(N)nc1N1N=C1SCC(=O)OC the results were CDK5 inh -5.2, Mot1-301 SUMO -6, PfHsp90 yeast 2 19, Rtt109 Vps75 -3, Keap1 Nrf2 FP -8, NSD2 HMT inh -3, C-LANA FP 1.7, PvdQ inh -2, RTF Ca sens inh -3, cardiac RTF act 4 and dFosB activator 0.
`CC(=O)OC(C)(C)/C=C/C(=O)[C@](C)(O)[C@H]1[C@H](O)C[C@@]2(C)[C@@H]3CC=C4[C@H](C[C@H](O)C(=O)C4(C)C)[C@]3(C)C(=O)C[C@]12C` gave CDK5 inh 0.5, PfHsp90 yeast 2 -20, Rtt109 Vps75 1, Keap1 Nrf2 FP -80, C-LANA FP -0.3, PvdQ inh -1, RTF Ca sens inh -1, cardiac RTF act -3 and dFosB activator -11.
For CCCNC(=O)N1[C@H]2CC[C@@H]1C(C(=O)OC)=C(c1ccc(-c3ccccc3)c(F)c1)C2 the results were CDK5 inh -1.1, Mot1-301 SUMO -21, PfHsp90 yeast 2 5, Rtt109 Vps75 12, Keap1 Nrf2 FP 1, C-LANA FP -1.0, PvdQ inh -5, RTF Ca sens inh 6, cardiac RTF act 1 and dFosB activator -7.
`CC(=O)O[C@H]1C[C@@H]2CC[C@@H]3[C@H](CC[C@]4(C)C(=O)CC[C@@H]34)[C@@]2(C)C[C@@H]1OC(C)=O` gave CDK5 inh -3.7, Mot1-301 SUMO -15, PfHsp90 yeast 2 4, Rtt109 Vps75 1, Keap1 Nrf2 FP -2, C-LANA FP 1.6, PvdQ inh -23, RTF Ca sens inh 6, cardiac RTF act 9 and dFosB activator -4.
O=c1c2ccccc2nc(CSc2ncnc3nc[nH]c23)n1-c1ccccc1Cl was read as CDK5 inh 1.5, Mot1-301 SUMO -27, PfHsp90 yeast 2 -2, Rtt109 Vps75 0, Keap1 Nrf2 FP -3, NSD2 HMT inh 3, C-LANA FP 0.6, PvdQ inh 5, RTF Ca sens inh -2, cardiac RTF act -1 and dFosB activator -14.
Screening COc1cccc(N=Cc2c(O)n(Cc3ccco3)c(=O)[nH]c2=O)c1 returned CDK5 inh -2.8, Mot1-301 SUMO -22, PfHsp90 yeast 2 -7, Rtt109 Vps75 -9, Keap1 Nrf2 FP -1, NSD2 HMT inh 6, C-LANA FP 1.4, PvdQ inh -6, RTF Ca sens inh -3, cardiac RTF act 0 and dFosB activator -16.
For C#CC[N+]1(C)[C@@H]2CC[C@H]1CC(OC(=O)C(CO)c1ccccc1)C2 (stereo partly specified) the results were CDK5 inh 0.0, Mot1-301 SUMO -6, PfHsp90 yeast 2 3, Rtt109 Vps75 4, Keap1 Nrf2 FP -2, NSD2 HMT inh -1, C-LANA FP -0.1, PvdQ inh -13, RTF Ca sens inh -14, cardiac RTF act 4 and dFosB activator -6.
For CN(C)c1ccc(NC(=O)CN2C(=O)CN=C(c3ccccc3)c3cc(Cl)ccc32)cc1 the results were CDK5 inh -0.4, Mot1-301 SUMO 32, PfHsp90 yeast 2 -4, Rtt109 Vps75 12, Keap1 Nrf2 FP 0, C-LANA FP 0.7, PvdQ inh 10, RTF Ca sens inh 0, cardiac RTF act 3 and dFosB activator 8.
For Cc1cc(OC(C)C(=O)NCC(O)c2ccccc2)c2c3c(c(=O)oc2c1)CCC3 (stereo unspecified) the results were CDK5 inh -1.1, Mot1-301 SUMO -15, PfHsp90 yeast 2 2, Rtt109 Vps75 3, Keap1 Nrf2 FP 2, C-LANA FP -1.7, PvdQ inh 6, RTF Ca sens inh -5, cardiac RTF act 5 and dFosB activator -16.
CC[N+](CC)(CC#CCO)CC#Cc1ccccc1 was read as CDK5 inh -0.7, Mot1-301 SUMO -1, PfHsp90 yeast 2 35, Rtt109 Vps75 5, Keap1 Nrf2 FP 1, NSD2 HMT inh 1, C-LANA FP 3.1, PvdQ inh -1, RTF Ca sens inh -14, cardiac RTF act -1 and dFosB activator 1.
For CC1c2ccccc2-n2nncc2CN1CC1CCCCC1 (stereo unspecified) the results were CDK5 inh 1.0, PfHsp90 yeast 2 11, Rtt109 Vps75 0, Keap1 Nrf2 FP -1, C-LANA FP 0.1, PvdQ inh -4, RTF Ca sens inh 3, cardiac RTF act -6 and dFosB activator -5.
For O=C1/C(=C/c2cccc([N+](=O)[O-])c2)N2CCC1CC2 the results were CDK5 inh 0.5, Mot1-301 SUMO -13, PfHsp90 yeast 2 32, Rtt109 Vps75 -3, Keap1 Nrf2 FP -4, NSD2 HMT inh 4, C-LANA FP 0.5, PvdQ inh -5, RTF Ca sens inh -23, cardiac RTF act 3 and dFosB activator -5.
Screening COC(=O)C1=C(c2ccccc2)C[C@@H]2CC[C@H]1N2C(=O)N1CCCC1 returned CDK5 inh -0.1, Mot1-301 SUMO 228, PfHsp90 yeast 2 -11, Rtt109 Vps75 -3, Keap1 Nrf2 FP 0, C-LANA FP -1.2, PvdQ inh -6, RTF Ca sens inh -9, cardiac RTF act -4 and dFosB activator -1.
Screening O=C(COc1ccccc1)Nc1ccc(Cl)cc1C(=O)c1ccccc1 returned CDK5 inh -0.5, Mot1-301 SUMO -7, PfHsp90 yeast 2 4, Rtt109 Vps75 -3, Keap1 Nrf2 FP -7, NSD2 HMT inh -3, C-LANA FP -1.0, PvdQ inh 4, RTF Ca sens inh -1, cardiac RTF act 5 and dFosB activator -3.
`CN1C2CCC1C(C(=O)O)C(OC(=O)c1ccccc1)C2` (stereo unspecified) gave CDK5 inh 3.0, Rtt109 Vps75 -3, Keap1 Nrf2 FP 1, C-LANA FP -1.9, PvdQ inh -11, RTF Ca sens inh -2, cardiac RTF act 1 and dFosB activator 1.
Screening CCN(CC)C(=O)c1ccc(NC(=O)CNC(C)c2cccc3ccccc23)cc1 (stereo unspecified) returned CDK5 inh 0.3, Mot1-301 SUMO 17, PfHsp90 yeast 2 -23, Rtt109 Vps75 25, Keap1 Nrf2 FP -3, NSD2 HMT inh 2, C-LANA FP 1.3, PvdQ inh -14, RTF Ca sens inh 8, cardiac RTF act 0 and dFosB activator -3.
Cc1ccc(CN2C(=O)NC(=O)C3(Cc4c(nc5ccccn5c4=O)N4CCCCCC43)C2=O)cc1 (stereo unspecified) was read as CDK5 inh -0.1, Mot1-301 SUMO 24, PfHsp90 yeast 2 1, Rtt109 Vps75 -7, Keap1 Nrf2 FP 3, NSD2 HMT inh 11, C-LANA FP -0.9, PvdQ inh 3, RTF Ca sens inh -5, cardiac RTF act 1 and dFosB activator -23.
Screening CCc1ccccc1NC(=O)CNCc1ccccc1 returned CDK5 inh -0.5, Mot1-301 SUMO -12, PfHsp90 yeast 2 3, Rtt109 Vps75 5, Keap1 Nrf2 FP -2, NSD2 HMT inh -4, C-LANA FP 3.3, PvdQ inh -12, RTF Ca sens inh 1, cardiac RTF act -3 and dFosB activator -7.
For COC(=O)C1=C(c2ccc(OC(F)(F)F)cc2)C[C@@H]2CC[C@H]1N2C(=O)N1CCC(C)CC1 the results were CDK5 inh -2.3, Mot1-301 SUMO -9, Rtt109 Vps75 -3, Keap1 Nrf2 FP -1, C-LANA FP -0.4, PvdQ inh 6, RTF Ca sens inh -6, cardiac RTF act -10 and dFosB activator -4.
Screening COc1cc2cc(C(=O)N3CC(COS(C)(=O)=O)c4ccc(O)cc43)[nH]c2c(OC)c1OC (stereo unspecified) returned CDK5 inh 2.6, PfHsp90 yeast 2 104*, Rtt109 Vps75 -2, Keap1 Nrf2 FP -4, NSD2 HMT inh 9, C-LANA FP 0.2, PvdQ inh -14, RTF Ca sens inh -6, cardiac RTF act 2 and dFosB activator -8.
For Cn1c(O)c(C(=Nc2ccc(F)cc2)c2ccccc2)c(=O)n(C)c1=O the results were CDK5 inh -0.5, Mot1-301 SUMO -12, PfHsp90 yeast 2 16, Rtt109 Vps75 15, Keap1 Nrf2 FP -3, NSD2 HMT inh -2, C-LANA FP -0.2, PvdQ inh -12, RTF Ca sens inh -2, cardiac RTF act 6 and dFosB activator -8.
Cn1c(C(=O)N2CCC3(CC2)OCCO3)cc2c(=O)n(C)c3ccccc3c21 was read as CDK5 inh -1.4, Mot1-301 SUMO -8, PfHsp90 yeast 2 15, Rtt109 Vps75 8, Keap1 Nrf2 FP -3, NSD2 HMT inh 3, C-LANA FP 2.7, PvdQ inh 6, RTF Ca sens inh -5, cardiac RTF act -4 and dFosB activator -14.
Cc1ccc(-n2c(O)c(/C=N/N3CCOCC3)c(=O)[nH]c2=S)cc1 was read as CDK5 inh -0.8, Mot1-301 SUMO 5, PfHsp90 yeast 2 -10, Rtt109 Vps75 -1, Keap1 Nrf2 FP -8, NSD2 HMT inh -1, C-LANA FP -2.2, PvdQ inh 8, RTF Ca sens inh 1, cardiac RTF act 10 and dFosB activator 6.
For COc1ccc2[nH]c(C)c(CCNCc3cccnc3)c2c1 the results were CDK5 inh 3.8, Mot1-301 SUMO -12, PfHsp90 yeast 2 4, Rtt109 Vps75 1, Keap1 Nrf2 FP 8, NSD2 HMT inh 7, C-LANA FP 13, PvdQ inh 7, RTF Ca sens inh -5, cardiac RTF act -2 and dFosB activator 6.
For CCCCc1ncc(CN2CCCC(C(=O)c3ccc(SC)cc3)C2)[nH]1 (stereo unspecified) the results were CDK5 inh -5.1, Mot1-301 SUMO 5, PfHsp90 yeast 2 -4, Rtt109 Vps75 3, Keap1 Nrf2 FP 2, NSD2 HMT inh 1, C-LANA FP -1.0, PvdQ inh -3, RTF Ca sens inh -15, cardiac RTF act 1 and dFosB activator 1.
For O=C(c1c[nH]c2ccc(S(=O)(=O)N3CCOCC3)cc2c1=O)N1CCC2(CC1)OCCO2 the results were CDK5 inh 0.2, Mot1-301 SUMO -10, PfHsp90 yeast 2 -25, Rtt109 Vps75 0, Keap1 Nrf2 FP 0, NSD2 HMT inh -3, C-LANA FP 0.6, PvdQ inh 0, RTF Ca sens inh -2, cardiac RTF act 3 and dFosB activator -2.
`Cc1nc2ccsc2c(=O)n1-c1ccccc1Cl` gave CDK5 inh 0.2, Mot1-301 SUMO -26, PfHsp90 yeast 2 -9, Rtt109 Vps75 3, Keap1 Nrf2 FP 1, NSD2 HMT inh 1, C-LANA FP 0.3, PvdQ inh -10, RTF Ca sens inh -4, cardiac RTF act -15 and dFosB activator -8.
